Assay outcomes from PubChem BioAssay.
Sm TGR inh = S. mansoni TGR enzyme inhibition | Q962Y6 | purified TGR, DTNB reduction, TNB absorbance 405 nm | Potency, µM (top dose mostly 114 µM), for the others: at the top dose activity change, negative = inhibition, actives largely listed as inhibitors | hit rate 3% among 360,000 | AID 485364; note: nearly all actives have a fitted effect of over 60% in size
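Kinetic colorimetric format: TGR-catalysed, NADPH-driven DTNB reduction monitored via TNB absorbance. Enzyme dispensed at 20 nM; compound exposure 15 min at room temperature before reaction start.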
LmPK inhibitor = LmPK (Leishmania mexicana) enzyme inhibition; Q27686; purified LmPK, Kinase-Glo ATP luminescence, 1 h; Potency, µM (highest dose often 57.5 µM), without a hit: at the highest dose activity change, negative = inhibition, usual class: inhibitors; hit rate 0.37% among 290,000; AID 1721
Target sequence (Q27686 whole entry, looked up): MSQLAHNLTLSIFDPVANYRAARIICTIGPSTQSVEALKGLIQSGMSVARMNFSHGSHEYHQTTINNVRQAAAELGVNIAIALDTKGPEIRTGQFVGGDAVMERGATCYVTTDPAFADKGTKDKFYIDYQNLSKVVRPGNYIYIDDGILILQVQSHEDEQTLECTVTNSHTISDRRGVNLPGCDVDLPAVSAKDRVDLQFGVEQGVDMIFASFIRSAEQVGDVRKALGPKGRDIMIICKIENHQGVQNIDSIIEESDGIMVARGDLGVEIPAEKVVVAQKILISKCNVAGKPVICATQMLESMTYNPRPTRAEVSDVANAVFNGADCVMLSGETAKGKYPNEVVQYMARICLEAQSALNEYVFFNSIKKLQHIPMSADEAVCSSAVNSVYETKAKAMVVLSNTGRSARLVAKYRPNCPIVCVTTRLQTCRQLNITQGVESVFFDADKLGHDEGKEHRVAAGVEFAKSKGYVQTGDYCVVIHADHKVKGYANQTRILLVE
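Purified LmPK (0.1 nM) with 0.5 mM PEP and 0.1 mM ADP in imidazole buffer pH 7.2 with MgCl2/KCl, 1 h at room temperature. ATP formed was read by luciferase luminescence and normalized to no-enzyme and uninhibited controls.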
Pf growth 96h = inhibits malaria parasite growth, 96 h; P. falciparum luciferase reporter growth, 96 h; Potency, µM (series often up to 28.7 µM), inactives show at the highest dose activity change, negative = inhibition, most hits filed as inhibitors; hit rate 6.9% among 320,000
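P. falciparum expressing integrated firefly luciferase, in erythrocytes at 2% hematocrit, 0.05% parasitemia, incubated with compounds 96 h at 37 C, 5% CO2. Growth inhibition read as loss of luminescence; two-generation exposure targets delayed-death apicoplast inhibitors.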
HCV inhibitor = blocks hepatitis C virus; Huh7.5.1 HCVcc-Cre infection, luciferase reporter, 44 h; Potency, µM (doses to about 41.8 µM), inactives show top-dose activity change, negative = inhibition, most hits filed as inhibitors; hit rate 3.4% among 340,000
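Infectious HCV cell culture screen: compound-treated cells (1,000/well, pre-plated 4 h) are infected with HCVcc-Cre at roughly 0.5 moi and grown 44 h. Infection is quantified by luciferase signal after 15 min substrate incubation at room temperature.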
Pf growth 48h = inhibits P. falciparum growth in the first generation, 48 h; P. falciparum luciferase growth in erythrocytes, 48 h; Potency, µM (series often up to 28.7 µM), for the others: at the top dose activity change, negative = inhibition, hits mostly inhibitors; hit rate 5.9% among 310,000; AID 504832
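Firefly luciferase activity from engineered P. falciparum reports growth; inhibitors lower the luminescent signal. Cultures contained 2% hematocrit erythrocytes at 0.1% final parasitemia.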
Tb PYK inh = T. brucei pyruvate kinase inhibition. TbPYK enzyme, Kinase-Glo Plus ATP luminescence, 45 min. Potency, µM (series often up to 76.8 µM), for the others: at the top dose activity, negative = inhibition, usual class: inhibitors. AID 624173. hit rate 0.12% among 410,000. Q57TT1; note: nearly all actives have a fitted effect of over 50% in size
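T. brucei PYK with substrate was exposed to pin-transferred compounds across a concentration series, then started with 130 uM ADP (final). After 45 min at room temperature, Kinase-Glo Plus luminescence was read, normalized and curve-fitted.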
* marks the source's active call; other numbers are inactive results; i = inactive; ? = inconclusive; / = not tested or not shown; & = joins results of further samples; [ ] = another dose, or the depositor's remark. Calls come from the whole dose curve; as a rule, active = well fitted curve in the direction sought with a large enough effect; inconclusive = small, poorly fitted or top-dose-only effect, or another doubt; inactive = no such curve, though single readings can be large; an effect the other way counts as inactive or inconclusive. % is set by controls: 0 for no effect and ±100 for the full control effect; potency is the fitted concentration of half-maximal effect. Rows were taken by chance; 16% or so of the library scored in one or more.

Sample of the layout (five entries):
SMILES	Pf growth 96h	Sm TGR inh	LmPK inhibitor	HCV inhibitor	Pf growth 48h	Tb PYK inh
COc1ccc(OC)c(S(=O)(=O)N2CCNCC2)c1	36%[activator]	?	5%	8%	60%[activator]	3%
CCN1CCN(c2nc3ccccc3s2)CC1	i	4%	-2%	0%	105%[activator]	-16%
Cc1csc(NC(=O)C2CC(=O)N(c3ccc4c(c3)OCCO4)C2)n1 (stereo unspecified)	?	-3%	/	-13%	-2%	-9%
CC1(C)C2CCC1(C)C(OC(=O)CSc1nc(N)cc(=O)[nH]1)C2 (stereo unspecified)	?	2%	0%	0%	?	-17%
COc1ccc([N+](=O)[O-])cc1NC(=O)C1(c2ccccc2)CCOCC1	51%[activator]	19%	1%	8%	?	3%

The list itself, repeating the preview:
SMILES	Pf growth 96h	Sm TGR inh	LmPK inhibitor	HCV inhibitor	Pf growth 48h	Tb PYK inh
COc1ccc(OC)c(S(=O)(=O)N2CCNCC2)c1	36%[activator]	?	5%	8%	60%[activator]	3%
CCN1CCN(c2nc3ccccc3s2)CC1	i	4%	-2%	0%	105%[activator]	-16%
Cc1csc(NC(=O)C2CC(=O)N(c3ccc4c(c3)OCCO4)C2)n1 (stereo unspecified)	?	-3%	/	-13%	-2%	-9%
CC1(C)C2CCC1(C)C(OC(=O)CSc1nc(N)cc(=O)[nH]1)C2 (stereo unspecified)	?	2%	0%	0%	?	-17%
COc1ccc([N+](=O)[O-])cc1NC(=O)C1(c2ccccc2)CCOCC1	51%[activator]	19%	1%	8%	?	3%
NC(=O)c1ccc(NC(=O)CNC(c2ccccc2)c2ccccc2)cc1	-15%	3%	4%	13%	?	1%
CS(=O)(=O)c1ccc(-c2cccc(NC(=O)c3ccc(Br)o3)c2)nn1	0%	-1%	/	?	-13%	5%
CCC1CCCCN1C(=O)CCNS(=O)(=O)c1ccc2c(c1)oc(=O)n2C (stereo unspecified)	2.3µM*	0%	1%	6%	?	6%
CCCCc1ccc(NC(=O)N2CCN(c3cc(C)nc4ccccc34)CC2)c(C)c1	?	1%	-1%	6.3µM*	?	-5%
Cc1ccc(S(=O)(=O)N2CCC(=O)N(C(CO)Cc3ccccc3)CC2)cc1 (stereo unspecified)	-5%	-11%	3%	46%[activator]	?	-4%
COc1ccc(CNC(=O)C2(CC3CC(c4ccccc4)=NO3)CCN(C(=O)C3CCCC3)CC2)cc1 (stereo unspecified)	5.2µM*	-13%	-1%	-13%	?	0%
O=C(O)CC1(c2ccccc2)C(=O)c2ccccc2C1=O	-6%	17%[11.4 µM]	15%	3%	/	-4%
Cc1cccc(OCCCCn2c(CO)nc3ccccc32)c1	96%[activator]	17%	-3%	-3%	-35%	3%
O=C(O)c1ccc(N=Cc2c(O)ccc3ccccc23)cc1	?	?	1%	-8%	-10%	-4%
CCC(C)NC(=O)c1cc2c(=O)n3cccc(C)c3nc2s1 (stereo unspecified)	-2%	-13%	0%	?	-23%	-5%
Cc1cccc(-n2cnc(C(=O)N/N=C/c3ccccc3)c2)n1	39%[activator]	-20%	2%	4%	/	-9%
Cc1ccccc1C1=NC(c2ccc(F)cc2F)ON1 (stereo unspecified)	/	?	-7%	-3%	125%[activator]	-7%
CCNC(=O)N1CCC(n2nccc2NC(=O)CCCc2ccccc2)CC1	13µM*	2%	1%	/	1%	4%
COCCNC(=O)c1cc2cc(Br)cc(OC)c2oc1=O	?	2%	2%	8%	12%	1%
CCC(Oc1ccc(C)c(C)c1)C(=O)O (stereo unspecified)	?	-6%	-4%	1%	?	5%
COC(=O)Cc1ccc(OCc2ccc(Cl)nc2)cc1	32%[activator]	92%	-27%	-17%	112%[activator]	-4%
Cc1ccccc1NC(=O)CSc1nnc(CNC(=O)c2ccc3c(c2)OCO3)n1C	13%	4%	-9%	15%	7%	0%
CCN(CC)S(=O)(=O)c1ccc(N2CCCC2)c(C(=O)Nc2ccc(OC)c(Cl)c2)c1	-3%	0%	-2%	7%	14%	4%
CN1CCC(N(C)C(=O)Cc2ccccc2[N+](=O)[O-])CC1	9%	3%	-1%	19%	-22%	5%
COc1cc(C(=O)N(Cc2ccc(F)cc2)C2CCS(=O)(=O)C2)cc(OC)c1OC (stereo unspecified)	8.3µM*	7%	-4%	10%	?	-4%
Cc1cc(C(=O)N2CCCC2C(=O)O)c(C)o1 (stereo unspecified)	?	0%	-3%	12%	0%	0%
CCOc1ccc2nc(N3CCOCC3)nc(C)c2c1	9%	0%	3%	-15%	171%[activator]	-5%
COc1cc(CN(C(=O)c2cc3ccccc3oc2=O)C2CCS(=O)(=O)C2)cc(OC)c1OC (stereo unspecified)	?	-9%&3%	0%	1%	11%	-9%&-12%
CCn1cc(Cl)c(C(=O)Nc2nc3ccccc3n2CCN2CCCCC2)n1	?	-2%	11%	-4%	/	-3%
CCOc1ccccc1-n1c(SCC(=O)NC)nnc1-c1ccco1	8%	?	1%	/	-2%	-7%
COc1cccc(C(=O)COc2ccc3c(C)c(Cc4ccccc4)c(=O)oc3c2C)c1	-1%	-4%	3%	7%	-2%	/
CCOC(=O)N1CCC(N(CCN(C)C)C(=S)Nc2cccc(Cl)c2C)CC1	0%	0%	7%	-8%	?	-6%
O=C(Nc1sc2c(c1C(=O)O)CCC2)c1ccccc1	/	-4%	-22%	3%	44%[activator]	-13%
CN1CCN(C(=O)c2ccc(C(F)(F)F)cc2)CC1	-40%[5.75 µM]	-2%	3%	8%	7%	1%
COc1ccc(NC(=O)[C@@H]2CCCN2S(=O)(=O)c2cccc3cccnc23)cc1	60%[activator]	?	/	1%	36%[activator]	-4%
CC(C)c1nnc(NC(=O)C2CCCCC2)s1	61%[activator]	2%	6%	0%	41%[activator]	3%
COc1ccc(CCN2C(=O)CC(NCc3ccc4c(c3)OCO4)C2=O)cc1OC (stereo unspecified)	?	3%	11%	1%	?	4%
N#Cc1c(N)n(CCc2ccc(F)cc2)c2nc3ccccc3nc12	0.33µM*	8%	8%	-4%	/	6%
CN(C(=O)COC(=O)c1cc(-c2ccccc2Cl)nc2ccccc12)C1CCS(=O)(=O)C1 (stereo unspecified)	15%	-4%	2%	5%	4%	-13%
COc1cc(NC(=O)c2ccc(S(=O)(=O)N(C)C)cc2)cc(OC)c1OC	?	8%	-1%	15%	-10%	-2%
O=C(CNC(=O)c1ccccc1)OCC(=O)c1ccccc1Cl	8%	5%	-3%	2%	3%	-2%
CC1Cc2ccccc2N1C(=O)COC(=O)c1c2c(nc3ccccc13)CCCCC2 (stereo unspecified)	13µM*	-6%	1%	?	?	1%
COC(=O)C(Cc1ccccc1)NC(=O)COc1ccc(C(C)(C)C)cc1 (stereo unspecified)	25%	-5%	15%	-4%	/	-25%
COc1ccc(C(=O)N(CN2CCCC2=O)c2cc(C)on2)cc1OC	-28%	13%	-6%	6%	-2%	6%
CC(C)N1CC23C=CC(O2)C(C(=O)OCc2ccccc2)C3C1=O (stereo unspecified)	6%	-13%	0%	27%	0%	5%

As entered above.
`COc1cccc(C(=O)COc2ccc3c(C)c(Cc4ccccc4)c(=O)oc3c2C)c1` | HCV inhibitor: 7%
`O=C(CNC(=O)c1ccccc1)OCC(=O)c1ccccc1Cl` | Pf growth 48h: 3%

Next section:
SMILES	Pf growth 96h	Sm TGR inh	LmPK inhibitor	HCV inhibitor	Pf growth 48h	Tb PYK inh
COc1ccc(-n2nc3c(c2NC(=O)C(C)Cl)CSC3)cc1 (stereo unspecified)	-18%	-24%	-3%	-12%	-4%	-14%
Nn1c(SCCOc2ccccc2)nnc1-c1cccnc1	0%	5%	3%	3%	9%	-11%
CC(C)(CC(=O)O)CC(=O)Nc1cc(C(F)(F)F)cc(C(F)(F)F)c1	-4%	-1%	2%	7%	4%	-4%
Cc1ccccc1NC(=S)NCc1ccc(F)cc1	?	-4%	0%	-9%	?	-3%
Cc1ccc(-n2c(O)c(C=Nc3ccc4c(c3)OCO4)c3ccccc3c2=O)cc1C	6%	0%	3%	1%	?	-12%
O=C(N/N=C/c1cn(Cc2ccccc2)c2ccccc12)c1cc(O)cc(O)c1	?	0%	20%	1%	?	-3%
c1ccc(Cc2nnc(N3CCOCC3)c3ccccc23)cc1	?	8%	6%	11%	/	-3%
CCOC(=O)c1c(C)oc2c1c1c(c3ccccc32)OCN(CCCC(=O)O)C1	20%	-2%	3%	10µM*	87%[activator]	1%
COc1cccc(C2C3=C(CC(C)(C)CC3=O)OC(N)=C2[N+](=O)[O-])c1 (stereo unspecified)	0%	-13%	4%	1%	-9%	-15%
O=C(CSc1ccc2nnc(-c3cccc(F)c3)n2n1)N1CCCc2ccccc21	?	2%	2%	?	-13%	-1%
CCC(=O)Nc1nc(NCc2ccccc2OC)n(-c2ccccc2)n1	26%	-2%	0%	7%	20%	7%
O=C(CCC(=O)NC12CC3CC(CC(C3)C1)C2)NC1CCCCC1	-33%	-12%	1%	10%	18%	0%
CC(=O)c1cccc(OCC(=O)N2CCN(c3ccc(C(F)(F)F)cn3)CC2)c1	7.4µM*	-4%	-18%	?	-28%	9%
Cc1cc(C(=O)CSc2nc3ccccc3o2)c(C)n1C1CC1	86%[activator]	-5%	-1%	?	74%[activator]	1%
O=c1c(Cl)c(NC2CC2)cnn1-c1ccccc1	-16%	1%	-2%	13%	63%[activator]	4%
O=C(NCc1ccc(CNC(=O)c2ccco2)cc1)c1ccco1	12µM*	3%	-9%	10%	-3%	1%
COc1ccc(Br)cc1/C(C)=N/NC1=NCCN1	/	-14%	-5%	?	2%	-1%

Part of the list above in order of length of the SMILES, ascending:
SMILES	Pf growth 96h	Sm TGR inh	LmPK inhibitor	HCV inhibitor	Pf growth 48h	Tb PYK inh
O=C(CCC(=O)NC12CC3CC(CC(C3)C1)C2)NC1CCCCC1	-33%	-12%	1%	10%	18%	0%
CC(C)(CC(=O)O)CC(=O)Nc1cc(C(F)(F)F)cc(C(F)(F)F)c1	-4%	-1%	2%	7%	4%	-4%
COc1cccc(C2C3=C(CC(C)(C)CC3=O)OC(N)=C2[N+](=O)[O-])c1 (stereo unspecified)	0%	-13%	4%	1%	-9%	-15%

One compound at a time, as listed above.
`CCN1CCN(c2nc3ccccc3s2)CC1` across the screens: Pf growth 96h = i; Sm TGR inh = 4%; LmPK inhibitor = -2%; HCV inhibitor = 0%; Pf growth 48h = 105%[activator]; Tb PYK inh = -16%
`COc1ccc(OC)c(S(=O)(=O)N2CCNCC2)c1` across the screens: Pf growth 96h = 36%[activator]; Sm TGR inh = ?; LmPK inhibitor = 5%; HCV inhibitor = 8%; Pf growth 48h = 60%[activator]; Tb PYK inh = 3%
